# Screening data: PubChem, several laboratories
# AID2073 – inhibitors of Mint1-CaV2.2 protein interaction, biochemical, HTRF (AID 2073); actives 0.19% (n = 290,000); one-dose inhibition, % at 20 µM; IC50 in µM for titrated hits; HTRF protein-protein interaction, Mint1-CaV2.2; higher % means a stronger effect; in the data active = inhibition mostly above about 51%, no sharp cut-off; inconclusive = no clear call, values can overlap the other calls; inactive = mostly below about 53%; note: some results filed as inactive read as strong as hits
# P. falciparum M17LAP – P. falciparum M17LAP inhibitors, primary screen, biochemical, fluorogenic H-Leu-NHMec substrate, 1536-well (AID 1619) | recombinant M17LAP, H-Leu-NHMec fluorogenic kinetic assay; higher % means a stronger effect | one-dose inhibition, % at 30 µM; IC50 in µM for titrated hits | actives 0.38% (n = 220,000);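 active = compound inhibiting the enzyme by more than half at any dose during confirmatory dose-response retesting; inconclusive = strong single-dose inhibitors picked by rank but not retested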;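 note: plate controls were full reaction with DMSO carrier for no effect and no enzyme background for full effect; strong numbers were not always called active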
# LYP inhibition – inhibitors of LYP phosphatase, biochemical, fluorescence intensity, uHTS (AID 1779); one-dose inhibition, % at 11.5 µM; IC50 in µM for titrated hits; actives 0.054% (n = 290,000); recombinant LYP phosphatase, fluorescence intensity; higher % means a stronger effect;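 note: plate controls were vehicle with enzyme for no effect and no enzyme for full effect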
# human PMI inhibitors – human PMI inhibitors, high substrate, primary screen, biochemical, fluorescence intensity, high mannose 6-phosphate (AID 1220); recombinant PMI enzyme, coupled fluorescence intensity; higher % means a stronger effect; inhibition, % at 20 µM, or IC50 in µM where a hit was titrated; actives 0.66% (n = 190,000)
# XIAP displacement – XIAP antagonists, biochemical, IAP family, fluorescence polarization (AID 1018). XIAP BIR domain, fluorescence polarization peptide displacement; higher % means a stronger effect. displacement, % at 20 µM, or IC50 in µM where a hit was titrated. actives 0.007% (n = 200,000); in the data active = displacement above about 50%; note: a part of the inactive calls stands beside numbers as strong as those of hits
# M1AAP inhibition – malaria alanyl aminopeptidase activity blockers – biochemical, fluorogenic H-Leu-NHMec substrate, 1536-well (AID 1445); one-dose inhibition, % at 30 µM; IC50 in µM for titrated hits; actives 0.42% (n = 220,000); recombinant M1AAP, H-Leu-NHMec fluorogenic kinetic assay; higher % means a stronger effect;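 active = primary inhibition above the hit cutoff, then over 50% inhibition at one or more dose response concentrations, cut at about 23% in these data, passing the limit was not always enough; inconclusive = conflicting primary data, or primary hits not chosen for dose response; inactive = low primary inhibition, or under 50% at every dose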;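 note: plate controls were DMSO full reaction for no effect and no enzyme background for full effect; strong numbers were not always called active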
# SIAH1 antagonists – blockers of Siah-1 interaction with plectin peptide – biochemical, fluorescence polarization, rhodamine-plectin, uHTS, primary screen (AID 1817) | displacement, % at 20 µM; hits with a dose series show IC50 in µM | Siah-1 / rhodamine-plectin peptide fluorescence polarization; higher % means a stronger effect | actives 0.02% (n = 290,000);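 active = displacement of at least 50% at 20 µM, with a fluorescence ratio check between 0.3 and a set limit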;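 note: plate controls were Siah plus tracer with DMSO for no effect and tracer alone without Siah for full effect; strong numbers were not always called active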
# Dynein transport – dynein cargo transport inhibition; z-score, hits read low; actives 0.47% (n = 220,000); AID 1381; 3617.4 mouse cells, GR-EGFP nuclear translocation imaging; test concentration mostly 20 µM; stimulated with dexamethasone, 1 µM; active compounds read low;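 active = plate z-score of nuclear minus cytoplasmic receptor signal below a set negative limit, without overly bright fluorescence or cell loss, cut at about -3.5 in these data, passing the limit was not always enough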;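 note: z-score of nuclear minus cytoplasmic ring GR-EGFP intensity difference per well; some compounds called inactive have numbers as strong as hits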
#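 Also added: dexamethasone, 1.0 µM final. Medium: tet-free, stripped-serum medium. Detection: fixed, Hoechst-stained cells imaged at 10x for EGFP. Read-out: nuclear-to-cytoplasmic GR-EGFP distribution per well. Times: induction 48 h, compound 1 h, agonist 30 min.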
# PMI inhibitors – MPI enzyme activity inhibition – biochemical, fluorescence intensity, coupled assay, primary screen (AID 1209) | inhibition, % at 20 µM, or IC50 in µM where a hit was titrated | purified PMI enzyme, coupled fluorescence intensity; higher % means a stronger effect | actives 0.42% (n = 190,000);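 note: plate controls were DMSO vehicle for no effect and wells lacking substrate for full effect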
# Dynein transport cytoplasmic EGFP – second read-out of Dynein transport, no call of its own (marks repeat the call); z-score; measured here: cytoplasmic GR-EGFP intensity; active compounds read high
# Dynein transport nuclear GR-EGFP – recorded beside Dynein transport, whose call it bears; z-score; measured here: nuclear GR-EGFP intensity;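 lower value marks the stronger effect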
# Dynein transport cell count – also measured in Dynein transport; calls as there; z-score; measured here: cell count per field
# * hit, by the source's call; u = inconclusive; x = no result given; & = joins results of further samples. Cut-off read from the data, not from the text of the source, unless noted: active = inhibition above about 50%; inactive = the rest. This is a random part of the collection; any-hit rate near 2.1%.
# Sample of the layout, 2 compounds:
SMILES,AID2073,P. falciparum M17LAP,LYP inhibition,human PMI inhibitors,XIAP displacement,M1AAP inhibition,SIAH1 antagonists,Dynein transport,Dynein transport cytoplasmic EGFP,Dynein transport nuclear GR-EGFP,Dynein transport cell count,PMI inhibitors
COc1ccccc1NS(=O)(=O)c1ccc(NC(=O)c2nc3nc(C)cc(C(F)F)n3n2)cc1,-4%,-6%,-4%,3%,-3.7%,2%,-2%,0.45,0.1,0.84,-0.9,10%
O=c1cc(N2CCC3(CC2)OCCO3)[nH]c(=O)n1-c1ccc(Cl)cc1,0%,6%,-8%,8%,-2.4%,5%,-1%,3.8,-0.047,1.9,-2.2,7%

# This part in full, repeating the preview:
SMILES,AID2073,P. falciparum M17LAP,LYP inhibition,human PMI inhibitors,XIAP displacement,M1AAP inhibition,SIAH1 antagonists,Dynein transport,Dynein transport cytoplasmic EGFP,Dynein transport nuclear GR-EGFP,Dynein transport cell count,PMI inhibitors
COc1ccccc1NS(=O)(=O)c1ccc(NC(=O)c2nc3nc(C)cc(C(F)F)n3n2)cc1,-4%,-6%,-4%,3%,-3.7%,2%,-2%,0.45,0.1,0.84,-0.9,10%
O=c1cc(N2CCC3(CC2)OCCO3)[nH]c(=O)n1-c1ccc(Cl)cc1,0%,6%,-8%,8%,-2.4%,5%,-1%,3.8,-0.047,1.9,-2.2,7%
COc1ccc(C(=O)NCc2nnc(SCC(=O)NO)n2Cc2ccccc2)cc1,-6%,6%,-6%,5%,-6.1%,5%,13%,-0.39,-0.28,0.47,-0.32,0%
CCc1cc(C(=O)c2ccc(OC)cc2)c(NC(=O)CN2CCCCC2)s1,6%,3%,-2%,x,x,4%,-1%,-1.4,-0.28,-0.87,1.5,x
Oc1ccccc1CN(Cc1ccco1)CC(O)COCc1ccc(Cl)cc1 (stereo unspecified),3%,6%,5%,16%,-4.5%,-6%,0%,0.83,-0.28,0.03,-0.56,4%
O=[N+]([O-])/C(=C\Nc1ccccc1)S(=O)(=O)c1ccccc1,-8%,14%,-1%,9%,-5.0%,3%,3%,-0.00023,-0.35,0.17,-0.2,0%
COc1ccccc1-n1c(SCC(=O)Nc2ccc3c(c2)OCO3)nc2c(c1=O)SCC2,49%,-4%,-7%,6%,-2.2%,5%,-2%,-0.52,-0.21,-0.2,0.71,11%
COc1ccc(N=Nc2nc3cc(Br)c(Br)cc3n2C)c(OC)c1,-25%,-1%,-5%,-112%,-8.1%,7%,-13%,-1.4,-0.26,-0.54,2.2,-60%
O=[N+]([O-])c1ccc(-c2ccc(/C=N/c3c(-c4ccco4)nc4ccccn34)o2)cc1,31%,15%,-1%,17%,4.7%,28%*,0%,-0.22,-0.17,0.59,-0.048,13%
Cc1ccc(NC(=O)CN2C(=O)NC3(CCCc4ccccc43)C2=O)cc1S(=O)(=O)N1CCOCC1 (stereo unspecified),17%,5%,-5%,13%,-6.3%,13%,5%,2.2,-0.25,1.2,-1.1,9%
Cc1ccc(S(=O)(=O)NNC(=S)Nc2ccccc2)cc1,-20%,18%,-5%,-12%,-0.3%,1%,-6%,-0.83,-0.47,-0.31,1.3,6%
O=C1CS/C(=N/N=C/c2ccccc2)N1Cc1ccco1,3%,-3%,-1%,x,x,-1%,-2%,-1.5,-0.27,-0.78,1.6,x
Cn1c(=O)[nH]c(=O)c2c1nc(NCc1ccco1)n2Cc1ccccc1Cl,-1%,3%,-7%,0%,1.5%,-1%,1%,-0.63,-0.076,-0.32,0.47,5%
Nc1ccc2oc(-c3ccccc3Cl)nc2c1,34%,9%,-1%,22%,0.7%,6%,3%,0.075,-0.14,0.012,-0.37,11%
O=C(/C=C/c1ccc(Cl)cc1)NCCN1CCOCC1,26%,-12%,-6%,-2%,-2.7%,0%,1%,0.31,-0.053,-0.14,0.99,-6%
Clc1ccccc1Cc1noc(CN2CCSCC2)n1,-3%,14%,-7%,x,-7.4%,-2%,-3%,1.9,0.04,1.5,-1.5,x
CO/N=C/NC(=O)NOCc1ncc(C(F)(F)F)cc1Cl,0%,-4%,-6%,-5%,-2.0%,-1%,2%,-0.53,-0.27,-0.12,0.87,-1%
CCOc1ccc(N2C(=O)CCC2=O)cc1,0%,-4%,-4%,6%,1.7%,1%,3%,0.8,-0.25,0.25,0.1,6%
CCC1CCCCN1CCCNC(=O)c1cc2c(Cl)nc3ccccc3c2s1 (stereo unspecified),-5%,6%,-6%,-6%,-2.2%,1%,9%,1.1,2.1,0.99,-2.3,0%
COc1ccc(/C=N/Nc2nc(N)cc(Cl)n2)cc1OC,15%,17%,3%,10%,-4.9%,4%,5%,0.55,-0.27,0.37,0.3,5%
CCCn1c(=S)[nH]c2cc(C(=O)N3CCc4ccccc43)ccc2c1=O,4%,0%,-2%,6%,-3.6%,2%,4%,0.65,-0.17,0.46,0.14,0%
CC1CCN(C(=O)CSc2nnc(-c3ccco3)o2)CC1,-7%,7%,-4%,-2%,-3.7%,-1%,-1%,-0.86,-0.16,-0.46,0.047,6%
Cc1cc(C)c(C#N)c(SCC(=O)N2CCN(Cc3ccccc3)CC2)n1,-9%,1%,-4%,13%,-11%,4%,2%,-0.39,0.032,0.41,-0.38,9%
N#CN=C(N)c1ccccc1,4%&0%,-4%&-4%,-8%&-5%,-1%,-7.0%,8%&-1%,3%&12%,2.4&-0.3,0.099&-0.78,1.7&0.024,-0.79&-0.024,1%
Cc1cc(C(=O)CN2C(=O)NC(Cc3c[nH]c4ccccc34)C2=O)c(C)n1C (stereo unspecified),-3%,-7%,-1%,5%,-3.9%,2%,4%,-0.74,-0.23,-0.2,1.7,8%
SMILES,AID2073,P. falciparum M17LAP,LYP inhibition,human PMI inhibitors,XIAP displacement,M1AAP inhibition,SIAH1 antagonists,Dynein transport,Dynein transport cytoplasmic EGFP,Dynein transport nuclear GR-EGFP,Dynein transport cell count,PMI inhibitors
CCCCNC(=S)NNC(=O)c1ccco1,-23%,-12%,1%,-9%,-0.6%,-8%,5%,-1.2,-0.26,-0.51,0.025,-4%
CCSc1nnc(C)c(=O)n1COC(=O)c1ccc(S(=O)(=O)N2CCCC2)cc1,1%,2%,-2%,-6%,-6.9%,1%,-6%,-0.16,-0.2,-0.2,-0.19,-2%
CCOC(=O)c1c(C)[nH]c(C)c1C(=O)COc1ccc(NC(=O)c2ccco2)cc1,-1%,-2%,0%,22%,-5.9%,2%,2%,4.2,-0.28,0.81,-1.3,23%
Cc1ccc2nc(CSc3nnc(-c4ccco4)o3)cc(=O)n2c1,23%,5%,2%,9%,-29%,17%,4%,-0.76,-0.23,-0.31,1.1,1%
CNC(=O)[C@@]1(C)C=C[C@@H](Cc2ccccc2)N1C(=O)OC,24%,8%,-4%,-5%,-3.8%,-7%,-3%,-0.2,-0.32,0.25,1.2,-9%
CN(C)c1ccc(/C=N/N(Cc2ccccc2)c2ccccc2)cc1,24%,0%,-6%,12%,-6.9%,0%,1%,-0.11,-0.15,-0.11,0.089,14%
Clc1cccc(CSc2ncn(-c3ccccc3)n2)c1,-4%,3%,-4%,4%,41%,1%,11%,-0.25,-0.2,-0.15,0.88,4%
O=C(Nc1cccc(F)c1)c1cc(S(=O)(=O)N2CCC3(CC2)OCCO3)ccc1F,-5%,12%,-8%,-4%,-8.0%,4%,5%,-0.034,-0.021,0.066,-1.9,-5%
O=C(/C=C/c1ccc2ccccc2n1)c1cc(Br)ccc1O,-8%,0%,2%,x,x,3%,2%,-0.2,0.49,-0.23,0.012,x
CC(C)Cc1nnc(NC(=O)CCC(=O)Nc2ccccc2F)s1,u,1%,-2%,x,x,2%,3%,-0.5,-0.22,-0.13,-0.033,x
CCO[C@@H]1OC(C(=O)NC2CC2)=C[C@H](c2c[nH]c3ccccc23)[C@H]1CCCO,0%,0%,-15%,x,x,-3%,-5%,-0.63,-0.78,-0.27,0.13,x
CCCC(=O)OCC(=O)NC1CCCc2ccccc21 (stereo unspecified),2%,0%,-6%,-13%,-10%,-2%,3%,-0.31,-0.19,-0.13,0.2,-17%
N#Cc1ccc(NC(=O)CNc2cc(S(=O)(=O)N3CCOCC3)ccc2NCC2CCCO2)cc1 (stereo unspecified),-6%,14%,0%,-7%,-2.2%,0%,0%,-0.22,-0.16,0.018,0.15,-27%
C=CCN1C(=O)C(Cc2ccc(C)cc2)S/C1=N/N=C/c1ccco1 (stereo unspecified),14%,-4%,4%,18%,-2.7%,4%,3%,-0.63,-0.14,-0.49,0.26,17%
Cc1ccc(NC(=O)C2CCCCC2)c(O)c1,-13%,8%,-6%,20%,-4.1%,4%,-5%,0.35,0.091,0.55,-0.31,16%
Cc1ccc(S(=O)(=O)NCC(=O)OCC(=O)Nc2ccccc2OC(F)F)cc1,0%,1%,-8%,5%,-1.2%,-4%,7%,0.23,-0.16,0.044,-0.28,2%
CCN(CC)S(=O)(=O)c1cccc(-c2nnc(SCCOc3ccccc3)o2)c1,3%,0%,-5%,15%,0.0%,2%,-1%,-0.21,-0.2,0.088,-0.28,9%
O=C1OCC(c2ccccc2)=C1c1ccc(S(=O)(=O)N2CCOCC2)s1,9%,-18%,1%,-102%,-3.7%,12%,0%,-0.091,-0.22,-0.15,0.64,-34%
Cc1noc(C)c1S(=O)(=O)Nc1ccccc1OC(F)(F)F,10%,2%,3%,x,x,-3%,3%,0.43,-0.19,0.12,0.03,x
CC(C)NC(=O)COc1ccc(S(=O)(=O)N(C)Cc2ccccc2)cc1,-4%,9%,-4%,x,x,11%,0%,0.41,-0.23,0.66,-0.53,x
CCOC(=O)NC(=O)c1cn(CCNCCO)c(=O)[nH]c1=O,1%,1%,-5%,-4%,-2.1%,1%,8%,-0.39,-0.37,0.34,0.29,-3%
CCN(CC)S(=O)(=O)c1ccc(C(=O)N2CCc3ccccc32)cc1,-12%,14%,-3%,1%,-11%,4%,5%,-0.06,-0.23,-0.38,0.4,-3%
O=C(N[C@@H](Cc1ccccc1)C(=O)NC1CCCCCC1)c1ccco1,-6%,0%,-8%,-1%,-8.7%,7%,-3%,2.8,-0.2,2.2,-0.73,1%
Cn1nccc1C(=O)Nc1cccc(C(F)(F)F)c1,-2%,-2%,2%,-6%,-2.0%,2%,5%,-0.79,-0.29,-0.32,0.83,-3%
CCOC(=O)Nc1ccc(C(=O)NCC2CCCO2)cc1 (stereo unspecified),11%,-7%,6%,-7%,-2.6%,8%,1%,-0.51,-0.15,-0.16,0.6,-8%
COc1ccc(Nc2nc(=O)[nH]nc2C)cc1,-9%,13%,-2%,-4%,-6.0%,1%,-3%,-0.9,-0.22,-0.23,-0.089,2%
